Screening results deposited in PubChem BioAssay by National Center for Advancing Translational Sciences (NCATS).
BLM inh: blocks DNA unwinding by human BLM helicase; P54132; recombinant BLM DNA unwinding, fluorescence dequenching; Potency, µM (titrated, usually from 56.1 µM), for the others: at the top dose activity change, negative = inhibition, actives largely listed as inhibitors; 350,000 tested, 0.2% active;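 note: potency is the fitted concentration of half-maximal effect; plate controls were vehicle for no effect and no enzyme for full effect; nearly all actives have a fitted effect of over 35% in size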
Target sequence (P54132 whole entry, looked up): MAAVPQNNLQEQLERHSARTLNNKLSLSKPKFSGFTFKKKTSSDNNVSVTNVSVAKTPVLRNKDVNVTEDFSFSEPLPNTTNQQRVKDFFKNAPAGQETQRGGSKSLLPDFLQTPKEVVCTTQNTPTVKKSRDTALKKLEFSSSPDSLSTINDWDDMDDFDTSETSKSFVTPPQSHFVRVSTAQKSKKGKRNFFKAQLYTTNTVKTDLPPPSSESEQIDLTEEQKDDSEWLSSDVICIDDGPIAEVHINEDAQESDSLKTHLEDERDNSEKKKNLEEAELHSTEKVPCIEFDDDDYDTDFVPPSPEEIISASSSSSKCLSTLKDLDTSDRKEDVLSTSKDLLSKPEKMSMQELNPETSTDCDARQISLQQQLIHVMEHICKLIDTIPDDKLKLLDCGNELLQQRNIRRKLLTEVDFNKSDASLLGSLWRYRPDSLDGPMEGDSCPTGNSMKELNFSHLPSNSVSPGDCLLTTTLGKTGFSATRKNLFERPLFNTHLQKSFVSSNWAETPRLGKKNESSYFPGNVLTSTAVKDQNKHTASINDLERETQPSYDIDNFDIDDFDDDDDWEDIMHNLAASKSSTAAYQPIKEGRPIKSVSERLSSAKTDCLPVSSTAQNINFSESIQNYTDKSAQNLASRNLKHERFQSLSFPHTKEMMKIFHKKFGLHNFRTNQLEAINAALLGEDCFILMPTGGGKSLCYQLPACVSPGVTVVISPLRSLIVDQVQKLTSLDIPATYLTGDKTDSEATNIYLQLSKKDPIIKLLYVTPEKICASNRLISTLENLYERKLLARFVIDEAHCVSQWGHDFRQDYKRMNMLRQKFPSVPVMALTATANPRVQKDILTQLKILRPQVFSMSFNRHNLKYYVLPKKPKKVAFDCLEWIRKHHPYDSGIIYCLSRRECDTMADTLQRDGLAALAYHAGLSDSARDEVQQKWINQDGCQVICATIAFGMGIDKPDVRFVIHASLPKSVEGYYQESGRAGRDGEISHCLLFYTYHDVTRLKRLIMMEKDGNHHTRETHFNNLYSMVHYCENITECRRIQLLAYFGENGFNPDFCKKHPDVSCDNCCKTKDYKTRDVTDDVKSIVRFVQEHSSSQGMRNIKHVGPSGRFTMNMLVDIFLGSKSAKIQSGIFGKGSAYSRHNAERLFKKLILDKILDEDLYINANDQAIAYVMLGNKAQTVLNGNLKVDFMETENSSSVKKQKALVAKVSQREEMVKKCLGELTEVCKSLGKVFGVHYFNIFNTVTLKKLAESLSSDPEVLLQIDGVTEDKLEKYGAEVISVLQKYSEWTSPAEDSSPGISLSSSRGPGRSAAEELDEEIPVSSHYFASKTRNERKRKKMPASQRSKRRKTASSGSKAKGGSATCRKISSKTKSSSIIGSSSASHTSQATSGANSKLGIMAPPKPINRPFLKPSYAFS
POLK inh: DNA polymerase kappa (human) inhibition. Q9UBT6. purified Pol kappa, fluorescent DNA synthesis assay, 10 min. Potency, µM (titrated, usually from 107 µM), for the others: top-dose activity, negative = inhibition, most hits filed as inhibitors. 400,000 tested, 0.53% active; note: potency is the fitted concentration of half-maximal effect; % is set by controls: 0 for no effect and ±100 for the full control effect
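Fluorescent qHTS in 1536-well format: enzyme (10 nM) and compound sat 15 min at room temperature before 50 nM substrate (final) was added. Signal taken at 0 and 10 min; no-enzyme buffer wells were negative controls.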
TRHR ag: activates the human TRH receptor | TRHR cells, calcium flux fluo-8, FDSS agonist mode | P34981 | 360,000 tested, 0.18% active | activation, % at 2 µM; in the data active = activation above about 30%; note: 0% is about no effect
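Steps: seed TRHR cells overnight; add fluo-8 no-wash Ca dye, RT 30 min–1.5 h; record 10 s baseline; pin-transfer compounds; monitor fluorescence 1 cycle/s for the agonist window. Calcium increases flag candidate agonists.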
Apoferritin bind: binds horse apoferritin like a general anesthetic; apoferritin/1-aminoanthracene competitive binding, fluorescence; 350,000 tested, 0.074% active; Potency, µM (titrated, usually from 77.5 µM), for the others: at the highest dose activity change, negative = displacement, hits mostly inhibitors; P02791; note: potency is the fitted concentration of half-maximal effect; % is set by controls: 0 for no effect and ±100 for the full control effect; nearly all actives have a fitted effect of over 20% in size
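10 uM apoferritin + 50% sat. 1-AMA, PBS; cpd 10 min RT; Ex380/Em535 endpoint; normalized to free probe vs complex; 4-param Hill fit; propofol titration as pos. ctrl.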
APEX1 inh: APE1 (human) endonuclease inhibition; P27695; AID 2517; Potency, µM (top dose mostly 65.8 µM), for inactives: at the top dose activity change, negative = inhibition, actives largely listed as inhibitors; recombinant APE1, TAMRA/BHQ-2 abasic DNA cleavage fluorescence; 350,000 tested, 0.35% active;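 note: potency is the fitted concentration of half-maximal effect; plate controls were vehicle for no effect and reference inhibitor for full effect; nearly all actives have a fitted effect of over 55% in size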
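Enzyme (0.75 nM final) and test compound are incubated 15 min at room temperature before adding 50 nM quenched THF abasic-site duplex. Cleavage dequenches TAMRA, followed at 525/598 nm over three reads one minute apart.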
Pol iota inh: inhibitors of human DNA polymerase iota; Q9UNA4; Pol iota fluorescent replication assay, 10 min; Potency, µM (top dose mostly 115 µM), inactives show at the highest dose activity, negative = inhibition, actives largely listed as inhibitors; 390,000 tested, 1% active; note: potency is the fitted concentration of half-maximal effect
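Fluorescent replication assay read twice, at 0 min and 10 min after adding 50 nM (final) substrate. Enzyme (10 nM) and compounds were first incubated 15 min at room temperature; enzyme-free buffer wells were negative controls.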
ERG-DNA inh: blocks human ERG Ets domain binding to DNA; P11308; fluorescence polarization, His-ERG Ets domain / labelled DNA; Potency, µM (titrated, usually from 76.9 µM), for inactives: top-dose FP activity, negative = inhibition, usual class: inhibitors; 370,000 tested, 0.028% active; active = well fitted inhibition curve with a large enough effect in the polarisation, with a control signal flat; inconclusive = small, poorly fitted or top-dose-only effect, or effect the other way, or a change in a side signal; inactive = no such curve, though single readings can be large or run the other way; the % refers to the polarisation;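 note: polarization taken with two DNA probes labelled with fluorescein and Texas red; potency is the fitted concentration of half-maximal effect; % of control where 0% means no effect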
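His-tagged ERG Ets domain (1 uM in the protein solution; 300mM KCl, 50mM Tris-HCl, 1mM EDTA, 1mM DTT, pH 7.5) received compound, then a probe mix of 5 nM fluorescein-DNA and 100nM Texas-615-DNA. Fluorescence polarization was read for both dyes.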
12-LOX inh: blocks human arachidonate 12S-lipoxygenase; purified 12hLO, xylenol orange hydroperoxide absorbance; Potency, µM (titrated, usually from 108 µM), for inactives: top-dose activity change, negative = inhibition, actives largely listed as inhibitors; 580,000 tested, 1.1% active; note: potency is the fitted concentration of half-maximal effect; % is set by controls: 0 for no effect and ±100 for the full control effect
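Purified human 12hLO at 150 nM in 25 mM Hepes, 0.01% Triton X-100, pH 7.0, preincubated 15 min at room temperature with compound. Reaction started with 40 uM arachidonic acid, 30 min at room temperature. Hydroperoxide measured by Fe-xylenol orange, 573/405 nm absorbance ratio.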
Pol beta inh: DNA polymerase beta (human) inhibition; AID 485314; Pol beta primer extension/strand displacement, fluorescence kinetic; Potency, µM (highest dose often 114 µM), for the others: at the highest dose activity change, negative = inhibition, most hits filed as inhibitors; P06746; 340,000 tested, 1.3% active; note: potency is the fitted concentration of half-maximal effect; % is set by controls: 0 for no effect and ±100 for the full control effect
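Human Pol beta at 10 nM; strand-displacement substrate 50 nM final. Compound exposure 15 min at room temperature before start, reaction 10 min at room temperature.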
Starred values were filed as active, the others as inactive; ? = inconclusive; · = no result given; & = joins results of further samples; [ ] = dose if it differs, or a comment. Unless noted, calls come from the whole dose curve; as a rule, active = well fitted curve in the direction sought with a large enough effect; inconclusive = small, poorly fitted or top-dose-only effect, or another doubt; inactive = no such curve, though single readings can be large; an effect the other way counts as inactive or inconclusive. This is a subset. The share of hits here may be higher or lower than overall.

SMILES | BLM inh | POLK inh | TRHR ag | Apoferritin bind | APEX1 inh | Pol iota inh | ERG-DNA inh | 12-LOX inh | Pol beta inh
COc1ccc(O[C@H]2C=C[C@@H](c3ccccc3)O[C@@H]2CO/N=C(\C)CCC(=O)OC[C@H]2O[C@H](c3ccccc3)C=C[C@@H]2Oc2ccc(OC)cc2)cc1 | -1% | · | 1.4 | -12% | -1% | · | · | · | 2%
O=C(c1ccc2c(c1)CCN2S(=O)(=O)c1ccccc1)N1CCN(c2ccccc2F)CC1 | -10%&0% | 1%&2% | 0.2&0.8 | 3%&-2% | 2% | -4%&24% | 0%&0% | 5%&4% | -16%&9%
COc1ccc(NC(=O)C2CCN(S(=O)(=O)c3cccnc3)CC2)cc1Cl | 2% | -7% | -0.7 | -8% | 2% | 20% | 0% | -1% | -2%
COc1coc(C(O)C[N+](=O)[O-])cc1=O (configuration not stated) | -1% | -6% | 0.5 | -1% | -3% | 63%[activator] | -2% | -23% | 49%
COCCCN1C(=O)C(=O)/C(=C(/O)c2ccc(S(=O)(=O)N3CCOCC3)cc2)C1c1ccc(C(C)C)cc1 (configuration not stated) | -2% | 2% | 0.2 | -2% | -6% | 7% | -6% | ? | -3%
CCC1(C)CC(=O)N(c2ccc(F)c(Cl)c2)C(=O)C1 | 0% | 6%[60.1 µM] | -0.4 | -19% | 34% | -8% | -2% | -17% | 14%
CN(NC(=O)Nc1ccccc1)c1cnn(C)c(=O)c1Cl | -8% | -11% | 0.6 | 2% | 4% | -29% | 10% | 0% | 8%
CCOc1ccccc1OCC(=O)Nc1ccccc1C(=O)NC1CC1 | · | -6% | -0.5 | · | 34% | -22% | -4% | 1% | ·
O=c1[nH]nc(Cc2ccc(-c3ccccc3Cl)o2)c2ccccc12 | 2% | -15% | -0.2 | -10% | 10% | 2% | -11% | 2% | 3%
CC1CC(C)CN(C(=O)COC(=O)c2c[nH]c3ccccc23)C1 (configuration not stated) | · | -15% | 0.3 | · | 24% | -15% | 16% | -4% | ·
Cc1ccc(CN2CCSc3ccc(C(=O)Nc4cc(C)cc(C)c4)cc32)cc1 | -8% | -10% | 0.2 | 390%[activator] | · | 4% | 2% | -25% | 24%
CCOc1ccc(Nc2nc(N)c([N+](=O)[O-])c(N3CCOCC3)n2)cc1 | -2% | -6% | 0.6 | -1% | 23% | 138%[activator] | 4% | 0% | -2%
CCCNC(=S)NNC(=O)c1cccs1 | -2% | 3% | 0.0 | -4% | 7% | ? | 19% | 9% | -20%
CCOc1ccc(N2CC(C(=O)NCc3ccco3)CC2=O)cc1 (configuration not stated) | -1% | -3% | -0.5 | -1% | 14% | 31%[activator] | 1% | -4% | 2%
O=C(CCCCn1c(=O)[nH]c2ccsc2c1=O)N1CCN(c2cccc(Cl)c2)CC1 | 0% | 6% | -0.2 | -13% | · | 23% | -13% | 0% | 6%
Cc1cc(C)c(S(=O)(=O)NCCc2cc3ccc(C)cc3[nH]c2=O)c(C)c1 | -2% | -19% | -0.9 | -5% | · | 5% | -3% | -8% | -7%
COc1cc(OC)c2c(-c3ccccc3)cc(=O)oc2c1C(CCN1CCCC1)c1ccc2c(c1)OCO2 (configuration not stated) | 3%&-11% | 21%&-8% | 0.2 | ? | 0%&2% | 35%[activator] | 8% | 14% | 5%
CC(CNC(=O)c1ccc(Cn2c(SCc3ccccc3)nc3cccnc32)cc1)c1ccccc1 (configuration not stated) | -4% | -23% | -1.0 | 102%[activator] | · | -22% | 3% | -23% | ?
CCc1cccc(NC(=O)C2CCCN2S(=O)(=O)c2ccccc2C(F)(F)F)c1 (configuration not stated) | · | -13% | 0.6 | · | -9% | -15% | -8% | ? | ·
CN(C)CCN1C(=O)c2ccccc2N(C)c2ccccc21 | -5% | -12%[60.1 µM] | · | -16% | 19% | · | · | · | ·
COC(=O)c1ccc(CN(Cc2ccc(C(=O)OC)o2)C(C)(C)C)o1 | 7% | -3% | 0.2 | -13% | 0% | 9% | 1% | -16% | 16%
Cn1c(SCC(=O)N/N=C/c2cccnc2)nnc1-c1ccccc1 | 0% | 3% | 0.7 | -5% | -2% | -21%[58.9 µM] | 8% | 160%[activator] | -1%
COc1cccc(CNC(=O)CSc2nnc3c(n2)[nH]c2ccc(F)cc23)c1 | -8% | -4% | 0.0 | 8% | 59%[activator][12.4 µM] | 19% | 0% | -14% | ?
CCOc1ccc(CCNC(=O)C2Cc3ccccc3N2C(=O)CC)cc1OCC (configuration not stated) | -1% | -8%[60.1 µM] | -1.2 | -10% | · | 12% | 3% | -23% | -1%
CCOc1nc(NC(=O)NS(=O)(=O)Oc2ccc(Cl)cc2)nc(-c2ccccc2)n1 | 0% | 10% | -1.1 | ? | · | ? | -6% | -17% | 0%
CCc1ccc(NC(=O)CC2C(=O)N(c3cccc(C)c3)C(=O)N2Cc2ccco2)cc1 (configuration not stated) | -7% | -3% | 0.6 | -6% | · | 24% | 7% | ? | 1%
CNC(=O)CS(=O)CC(=O)Nc1cc(OCCOC)c(Cl)cc1Cl (configuration not stated) | -1% | -12% | 1.4 | -4% | 11% | 19% | 0% | -7% | 29%
Cc1cccc(C2Nc3ccccc3C(=O)N2c2ccccc2)n1 (configuration not stated) | -1% | -2% | -0.6 | 82%[activator] | 0% | 14% | · | -10% | ?
COc1ccc(C(=O)CN2C(=O)N(c3cc(C)ccc3C)S(=O)(=O)c3ccccc32)cc1 | -6% | -10%[60.1 µM] | 0.9 | 0% | · | 12% | 0% | -18% | 0%
O=C(O)c1cc(=O)[nH]c2ccc(S(=O)(=O)Nc3ccc(F)cc3)cc12 | 2% | 9% | 0.4 | 35%[activator] | -11% | 19% | 8% | 0% | ?

Sorted by value in BLM inh (high to low): three of the compounds above.
Compound	BLM inh
Cn1c(SCC(=O)N/N=C/c2cccnc2)nnc1-c1ccccc1	0%
CCOc1ccc(CCNC(=O)C2Cc3ccccc3N2C(=O)CC)cc1OCC (configuration not stated)	-1%
COc1ccc(C(=O)CN2C(=O)N(c3cc(C)ccc3C)S(=O)(=O)c3ccccc32)cc1	-6%

The results go on.
SMILES | BLM inh | POLK inh | TRHR ag | Apoferritin bind | APEX1 inh | Pol iota inh | ERG-DNA inh | 12-LOX inh | Pol beta inh
O=C(c1cccs1)c1no[n+]([O-])c1C(=O)c1cccs1 | -17% | -5% | -0.4 | -16% | -3% | 25µM* | 4% | · | 4%
CN(c1ccccc1)S(=O)(=O)c1cccc(C(=O)Nc2ccc(N3CCOCC3)cc2)c1 | · | -16% | -0.2 | · | 23% | 15% | -1% | ? | ·
Cn1c(C(=O)N2CCN(c3cccc(C(F)(F)F)c3)CC2)cc2sccc21 | -13% | -20% | 0.2 | 2% | -10% | 17% | 2% | -33% | ?
CCc1ccccc1N(C)C(=O)c1nn(-c2ccc(OC)cc2)c(=O)c2c1c1ccccc1n2C | -11% | -11% | -0.6 | -13% | · | 10% | 1% | -15% | 1%
CCc1nc2ccc(C(=O)NCc3ccccc3)cc2nc1CC | -4% | 0% | -1.0 | -19% | -6% | 20% | 2% | ? | -7%
O=C(CCC(=O)N1Cc2ccccc2Oc2ncccc21)Nc1ccc(Cl)cc1 | -1% | -2% | -0.9 | 48%[activator] | · | ? | -4% | -24% | 3%
CC(=O)N1N=C(c2ccc(C)o2)CC1c1ccc(F)cc1 (configuration not stated) | 1% | -5% | -0.9 | -2% | -1% | 23% | -13% | -19% | 8%
Cc1ccn2c(=O)nc(SCC(=O)N3N=C(c4cccs4)CC3c3ccc(F)cc3)nc2c1 (configuration not stated) | · | -3% | 0.0 | · | -13% | ? | 8% | -6% | ·
Cc1ccc(C)c(NC(=S)NCCCN2CCOCC2)c1 | -1% | 9% | 0.1 | -5% | 14% | 127%[activator] | 14% | -6% | 73%
COc1ccc(CCN(C)C(=O)CCNC(=O)c2ccc(Br)cc2)cc1OC | 1% | -11% | -0.6 | -2% | 58%[activator] | 22% | 2% | 0% | 1%
Cc1ccc(OCC(=O)NNC(=O)CSc2ncnc3sc(C)c(C)c23)cc1 | -3% | 1% | -1.0 | -2% | 4% | 23% | -11% | -2% | ?
O=C(/C=C/c1ccco1)NC(=S)Nc1ccccc1O | -8% | ? | 1.2 | -11% | -5% | ? | 40%[activator] | ? | 22µM*
Cc1ccc(S(=O)(=O)N(C)CC(=O)O/N=C(\N)c2ccccn2)cc1 | -1% | 3% | -0.6 | -9% | 3% | 2% | 7% | 12% | 22%
COc1cccc(-n2cc(C(=O)Nc3cccc(C(F)(F)F)c3)c3ccccc3c2=O)c1 | 0% | -8% | 0.0 | -17% | · | 9% | -4% | ? | -48%
O=C(OCc1nnc(-c2cccs2)o1)C1=NN(c2ccccc2)C(=O)CC1 | · | -1% | -0.3 | · | 22% | 26% | 9% | 28% | ·
O=C(CN(C(=O)c1csnn1)c1ccccc1Cl)NCCc1ccccc1 | 0% | -15% | -0.2 | -9% | 18% | -14% | -7% | -14% | 35%
Cc1ccc(C)c(N2CCN(C(=O)C3CCN(S(=O)(=O)c4ccc5[nH]c(=O)oc5c4)CC3)CC2)c1 | -6% | 0% | -0.1 | ? | · | 22% | 6% | ? | 1%
O=C(O)CCCC(=O)N1N=C(c2ccco2)CC1c1ccco1 (configuration not stated) | 1% | -17% | 0.3 | 29% | 46%[activator] | ? | -5% | -1% | 10%
COc1ccc(CNCc2ccc3c(c2)n(C)c(=O)n3C)cc1 | -8% | -3% | 0.6 | 1% | · | 27% | -3% | -8% | ?
CS(=O)(=O)N1CCN(c2ccc(C(=O)N3CCOCC3)cc2[N+](=O)[O-])CC1 | 1% | -22% | 0.3 | -5% | 4% | 4% | 3% | 4% | 31%
Cc1ccccc1NC(=O)/C(C#N)=C/c1ccc(Cl)cc1Cl | -7% | -29% | 2.2 | 8% | · | 4% | 0% | -25% | -16%
Cc1ccc(S(=O)(=O)N2CCC(C(=O)Nc3ccc4c(c3)COC4=O)CC2)cc1 | -4% | -9% | -0.4 | -22% | 16% | ? | 4% | -16% | 2%
